MrgX1 antagonist = antagonists of human MrgX1 receptor | MRGX1-HEK293 calcium flux, Fluo-4, BAM8-22 antagonism; hits give low values | B-score at 10 µM | AID 588676 | Q96LB2 | 1.3% of 310,000 active;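 active = calcium-response B-score plate-corrected more than 3 library SD below zero, starting fluorescence within 5 deviations, no agonist response on first addition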;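 note: peak minus trough fluorescence over baseline after final BAM8-22 challenge near maximal dose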
Target sequence (Q96LB2 whole entry, looked up): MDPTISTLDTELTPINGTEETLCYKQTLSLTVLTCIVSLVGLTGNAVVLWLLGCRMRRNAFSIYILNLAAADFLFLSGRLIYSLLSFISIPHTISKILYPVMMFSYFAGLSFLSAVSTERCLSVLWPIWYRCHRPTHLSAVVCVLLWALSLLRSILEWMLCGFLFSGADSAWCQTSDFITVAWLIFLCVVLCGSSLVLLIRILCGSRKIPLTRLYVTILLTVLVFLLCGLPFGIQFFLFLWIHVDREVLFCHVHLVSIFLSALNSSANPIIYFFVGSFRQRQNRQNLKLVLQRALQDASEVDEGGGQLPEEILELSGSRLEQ
aSyn UTR inh = 5' untranslated region of α-synuclein, MLPCN primary screen. alpha-synuclein 5'UTR reporter, inhibitor activity. inhibition, % (tested at 7.5 µM). 0.82% of 300,000 active. AID 1813; in the data active = inhibition above about 60%;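 note: H4 neuroglioblastoma cells stably carrying SNCA 5'UTR luciferase fusion; 0% = DMSO wells and 100% = positive control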
IEC-6 cytotox = IEC-6 cytotoxicity, counter-screen for KLF5 inhibitors; AID 1825; inhibition, % at 5 µM; 0.78% of 290,000 active; luminescence viability; in the data active = inhibition above about 22%;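 note: 0% = plate median of test compound wells and 100% = cytotoxic reference compound wells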
HIF act = HIF pathway transcriptional activation; U2OS HRE-luciferase reporter, luminescence; normalized: DMSO 0%, desferrioxamine 100%; activation, % at 7.5 µM (by protocol); 0.32% of 300,000 active;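 active = mean activation of at least 10% of the iron chelator positive control signal, with at least half of replicates also reaching 10%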
KLF5 inhibitor = suppresses KLF5 promoter-driven expression | DLD-1 KLF5 promoter-luciferase reporter, luminescence | inhibition, % at 5 µM | 0.23% of 290,000 active;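 active = inhibition above a per-plate limit of that plate's mean compound inhibition plus 3 SD, cut at about 60% in these data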;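 note: 0% = DMSO wells and 100% = LY294002 at 200 µM; higher means less KLF5 promoter-driven luciferase light; inactives centre near -14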
TRPC6 activator = activates the mouse TRPC6 cation channel; Q61143; HEK293-TRPC6 membrane potential dye fluorescence; hits give high values; B-score at 10 µM; 0.13% of 310,000 active;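 active = B-score of the integrated fluorescence ratio above library mean plus 3 SD, and starting fluorescence ratio within library mean plus 5 SD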;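 note: higher score means more depolarization so channel activation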
TRPC4 agonist = activators of mouse TRPC4 channel; HEK293 TRPC4beta/mu-opioid, Fluo4 calcium fluorescence; hits give high values; B-score at 10 µM; 0.49% of 310,000 active; Q9QUQ5;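 active = B-score above 5 SD of library B-scores, and initial fluorescence ratio not above library mean plus 5 SD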;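 note: positive B-score marks a calcium rise read as TRPC4 activation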
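Assay system: HEK293 cells stably co-expressing mouse TRPC4beta and mu-opioid receptor / Timing: Fluo4 dye loading 45 min at room temperature, 110 s recording / Signal: Fluo4 calcium-sensitive dye fluorescence, kinetic, 1 Hz baseline / Read-out: integrated baseline-normalised fluorescence ratio, converted to per-well B score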
TRPC4 PAM = TRPC4 (mouse) allosteric potentiation. Q9QUQ5. HEK293 TRPC4beta/mu-opioid, DAMGO EC20, Fluo-4 Ca2+ flux; hits give high values. B-score at 10 µM. 0.42% of 310,000 active;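 active = B-score of calcium response area above 5 SD of library B-scores, with initial fluorescence ratio within 5 SD of library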;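 note: B-score of integrated fluorescence ratio over time as area under calcium response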
SKKanGAS inh = SKKanGAS growth inhibition; S. pyogenes SKKanGAS, kanamycin growth, BacTiter-Glo, 6 h; 1.3% of 300,000 active; inhibition, % at 7.5 µM; AID 1662;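 active = mean replicate score, as percent of positive control median, at least 50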;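 note: strain carries kanamycin resistance gene driven by streptokinase promoter and grows in 40 µg/ml kanamycin; loss of luminescence reflects streptokinase promoter inhibition or plain growth inhibition; 0% = median of DMSO wells and 100% = positive control at its reference dose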
TRPC6 inh = inhibitors of mouse TRPC6 channel; Q61143; HEK293-TRPC6, membrane potential dye, ACh-evoked depolarization; hits give low values; B-score at 10 µM; 1.1% of 310,000 active;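 active = B-score under library mean minus 3 SD, initial fluorescence not abnormally high, positive integrated signal ratio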;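 note: B-score derived from integrated fluorescence ratio over the kinetic read; more negative B-score means stronger inhibition of depolarization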
TRPC4 inh = blocks the mouse TRPC4 cation channel; 0.39% of 300,000 active; AID 2247; HEK293 TRPC4beta/mu-opioid, DAMGO-evoked Fluo4 calcium flux; hits give low values; B-score at 10 µM; Q9QUQ5;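 active = B-score over 3 SD under the library average, no early fluorescence shift, positive overall ratio signal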
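Signal: kinetic Fluo4 fluorescence imaging of calcium influx. Material: stable TRPC4beta/mu-opioid receptor HEK293 cells. Probe or stimulus: DAMGO in two steps, submaximal then maximal.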
Numbers without * were called inactive; i = inactive; · = no result given.

Values in the order – aSyn UTR inh	TRPC4 agonist	SKKanGAS inh	KLF5 inhibitor	TRPC4 inh	IEC-6 cytotox	TRPC6 inh	HIF act	TRPC4 PAM	MrgX1 antagonist	TRPC6 activator
CC(=O)c1cccc(NS(C)(=O)=O)c1
→ -17	i	-7	-1	i	-6	i	-0.2	i	i	i
O=C(C1=C(O)C(=O)N(Cc2ccco2)C1c1ccccc1F)c1cccs1 (stereo unspecified)
→ -15	i	-1	-2	i	2	i	-0.1	i	i	i
CC1(C)CC2(CC(c3ccccc3F)c3ccc(O)c(O)c3O2)NC(=S)N1 (stereo unspecified)
→ -22	i	10	0	i	-4	i	0.2	i	i	i
Cc1ccc(-c2ccc(=O)n(Cc3cccc(Br)c3)n2)cc1
→ 0	i	23	-28	i	0	i	-3.4	i	i	i
COC(=O)COc1ccc(S(=O)(=O)Nc2ccc(C(N)=O)cc2)cc1C
→ 6	i	-1	6	i	3	i	0.0	i	i	i
O=C(c1ccccc1NS(=O)(=O)c1ccccc1)N1CCCCCC1
→ 20	i	0	-6	i	-4	i	0.5	i	i	i
O=C(O)c1cccc(N2C(=S)N=C(Nc3ccccc3)C23CCCCC3)c1
→ 2	i	-13	-15	i	-2	i	0.8	i	i	i
O=C(CCSc1ccccc1)Nc1nccs1
→ -29	i	-3	-54	i	-3	i	2.1	i	i	i
Cc1ccccc1NS(=O)(=O)c1ccc(OCC(=O)NCc2cccnc2)cc1
→ 41	i	-5	0	i	-1	i	·	i	i	i
CCC(C(=O)NCc1ccco1)N(C(=O)CNS(=O)(=O)c1ccc(F)cc1)c1ccccc1F (stereo unspecified)
→ -20	i	-3	-14	i	-1	i	0.4	i	i	i
C=CCN(C(=O)c1cccc(S(=O)(=O)N2CCN(C)CC2)c1)c1nc(-c2ccccc2)cs1
→ -38	i	-2	-40	i	-2	i	0.3	i	i	i
COC(=O)c1ccccc1NC(=S)N1CCN(C2CCCCC2)CC1
→ 2	i	2	-14	i	-2	i	·	i	i	i
COc1ccc2oc(C(=O)OCC(=O)N(C)CC(=O)Nc3ccc(C)cc3)c(C)c2c1
→ 17	i	0	·	i	·	i	0.1	i	i	i
O=C(/C=C/c1cccc(Cl)c1)NCc1ccccc1
→ -20	i	-9	11	i	7	i	-0.2	i	i	i
CN(CC(=O)Nc1cc([N+](=O)[O-])ccc1Cl)Cc1ccc(Br)cc1
→ 8	i	5	-2	i	-2	i	0.1	i	i	i
COc1ccc(NC(=O)C2C3C=CC(C3)C2C(=O)NCc2ccco2)cc1 (stereo unspecified)
→ -8	i	-1	-22	i	-1	i	0.4	i	i	i
COc1ccc(C2/C=C\CN(C(=O)C3CC3)[C@H](Cc3ccccc3)C(=O)N2Cc2ccc(F)cc2)cc1 (stereo partly specified)
→ 34	i	20	·	i	·	i	-0.1	i	i	i
O=C(CN1C2=NCCCN2c2ccccc21)c1ccc(Br)s1
→ -6	i	0	-5	i	5	i	0.2	i	i	i
COc1ccc(/C=N/NS(=O)(=O)c2ccc(C)cc2)cc1OC(=O)c1ccc(C)cc1
→ ·	i	10	-14	i	5	i	·	i	i	i
COc1ccccc1C(=O)Nc1nnc(CCc2ccccc2)s1
→ -213	i	-9	15	i	44*	i	3.6	i	i	i
Cc1nn(C(CC(=O)O)C(=O)O)c(C)c1Br (stereo unspecified)
→ 2	i	-3	-4	i	3	i	-0.3	i	i	i
Cc1csc(C(C#N)C(=O)c2ccc(S(=O)(=O)N3CCCC3)cc2)n1 (stereo unspecified)
→ -20	i	20	-6	i	-1	i	-0.3	i	i	i
O=C(Nc1ccccc1)Nc1cccn(Cc2c(F)cccc2Cl)c1=O
→ -103	i	-1	-37	i	1	i	3.2	i	i	i
Cc1ccc(O)c(C(=O)c2cnn(-c3ccc(S(=O)(=O)N4CCOCC4)cc3[N+](=O)[O-])c2)c1
→ 1	i	3	-10	i	-1	i	-0.7	i	i	i
Cc1cccc(CN2CCC(n3nccc3NC(=O)CCCc3ccccc3)CC2)n1
→ -7	i	-2	-28	i	1	i	0.3	i	i	i
Cc1nn(C)cc1NC(=O)c1ccc(Br)o1
→ -2	i	3	7	i	2	i	-0.3	i	i	i
CCN1C(=O)[C@H]2[C@@H](c3ccc(-c4ccc(F)cc4)cc3)N3CCCC[C@@]3(C(=O)OC)[C@H]2C1=O
→ 10	i	15	·	i	·	i	0.0	i	i	i
CCCCn1c(N)c(N(CCC(C)C)C(=O)C2CCCO2)c(=O)[nH]c1=O (stereo unspecified)
→ 9	i	9	·	i	·	i	-0.2	i	i	i
CC(C)(C(=O)c1ccccc1)/[N+]([O-])=C/c1ccccc1F
→ 9	i	·	-10	i	-4	i	-0.3	i	i	i
O=C(O)c1cc(NN=C2c3ccccc3-c3ccccc32)ccc1Cl
→ 15	i	12	12	-8*	5	-5.4*	0.3	i	i	i
COc1ccc2c(c1)c(C(=O)N1CCN(C)CC1)c(C)n2-c1ccccc1
→ 13	i	-6	-9	i	-5	i	-0.3	i	i	i
Cc1cc(C)n(CC(O)COCc2ccco2)n1 (stereo unspecified)
→ 13	i	-16	-2	i	0	i	-0.2	i	i	i
CCCC1CCC(c2ccc(C(=O)NN)cc2)CC1 (stereo unspecified)
→ 0	i	1	-11	i	0	i	-0.5	i	i	i
COc1nc(SC)nc(Cl)c1Cc1ccc(OC(C)C)cc1
→ -55	i	1	27	i	-8	i	0.1	i	i	i
CCCN1Cc2cccc(C(=O)Nc3ccc(-c4nc5ccccc5[nH]4)cc3)c2C1=O
→ -62	i	8	-31	i	1	i	0.6	i	i	i
CC(C)(C)c1ccc(OCCC(=O)NCC(c2cccs2)N2CCOCC2)cc1 (stereo unspecified)
→ -7	i	-5	·	i	·	i	-4.9	i	i	i
COc1cc(C(C)=O)ccc1OCCCN1CCC(Cc2ccccc2)CC1
→ -16	i	-4	-16	i	4	i	0.5	i	i	i
CCOC(=O)c1ccc(N/C(=N\S(=O)(=O)c2ccccc2C)c2ccccc2)cc1
→ -13	i	1	-14	i	5	i	0.2	i	i	i
O=C(Nc1ccc2nn(-c3ccccc3)nc2c1)c1cccnc1
→ ·	i	·	-75	i	3	i	·	i	-5.7*	i
Cc1nc(SCC(N)=O)c([N+](=O)[O-])[nH]1
→ 11	i	12	6	i	2	i	-0.1	i	i	i
COc1ccc(C)cc1NC(=O)CCCN1C(=O)CCC1=O
→ 7	i	8	-44	i	-1	i	-0.6	i	i	i
O=C(CCc1ccccc1)Nc1nc2ccc(S(=O)(=O)N3CCOCC3)cc2s1
→ 12	i	1	-7	i	0	i	0.7	i	i	i
CCOC(=O)c1ccc(S(=O)(=O)N2CCN(CC(=O)NC(=O)NC(C)(C)C)CC2)cc1
→ 13	i	6	-31	i	-2	i	-0.3	i	i	i
N#CCSc1nc2ccccc2c2nc3ccccc3n12
→ -19	i	36	-22	i	5	i	0.9	i	i	i
CSC1=N/C(=C\c2ccc(C)o2)C(=O)S1
→ 11	i	6	-15	i	-2	i	0.0	i	i	i
CCC(C)NC(=O)CN1C(=O)CSc2ccc(S(=O)(=O)N3CCCC3)cc21 (stereo unspecified)
→ -15	i	-1	5	i	-3	i	-0.4	i	i	i
Cc1ccc(OCC(=O)NC(=S)Nc2ccc(Br)cn2)cc1C
→ 2	i	2	-5	i	-2	i	0.0	i	i	i
COc1cc(C#N)c(NC(=O)CN2CCN(CCO)CC2)cc1OC
→ 1	i	-1	-15	i	1	i	-1.2	i	i	i
COc1ccccc1NC(=O)CC(=O)Nc1ccccc1OC
→ -16	i	-2	-31	i	0	i	1.0	i	i	i
COc1cc(/C=N/NC(=O)Cc2cccs2)c([N+](=O)[O-])cc1OC
→ 10	i	0	4	i	-2	i	-0.2	i	i	i
CCn1c(SCC(=O)NC2CCCCC2)nnc1-c1ccco1
→ 2	i	-3	-4	i	-1	i	-0.1	i	i	i
O=C(O)CN1C(=O)C2C3CC(C2C1=O)C1C(c2ccc(Cl)cc2)c2sc(=O)[nH]c2SC31 (stereo unspecified)
→ 12	i	1	-24	i	-7	i	-0.1	i	i	i
Cc1ccc(-c2nc3ccccc3[nH]2)cc1NC(=O)c1sc2ccccc2c1Cl
→ -24	i	4	-27	i	-4	i	0.0	i	i	i
CN(C)/C=C/C(=O)Oc1ccc(Cl)cc1Cl
→ 7	i	1	-6	i	1	i	-0.3	i	i	i
Cc1ccsc1/C=N/Nc1nc(=O)[nH]nc1C
→ -85	i	27	-27	i	3	i	0.6	i	i	i
COc1ccccc1CC(=O)Nc1ccc(S(=O)(=O)N2CCCCC2)cc1
→ 20	i	-1	-16	i	-6	i	-1.0	i	i	i
CCCc1cc(=O)n2[nH]c(-c3ccc(OC)cc3)nc2n1
→ -5	i	-11	-33	i	-6	i	0.0	i	i	i
CC(NS(=O)(=O)c1ccc(Cl)cc1)C(c1cccs1)N1CCN(C)CC1 (stereo unspecified)
→ -1	i	-7	6	i	3	i	0.2	i	i	i
COc1ccc(/C(C)=N\n2cnnc2)cc1
→ 21	i	-6	12	i	0	i	0.1	i	i	i
NC(=O)COc1c(-c2ccc(Br)o2)oc2ccccc2c1=O
→ -62	i	0	-16	i	-3	i	-0.2	i	i	i
O=C(O)C1=C[C@@H](c2coc3ccccc3c2=O)C[C@@H](OCc2ccc(CO)cc2)O1
→ -4	i	0	2	i	0	i	-0.1	i	i	i
O=C(OCC(=O)N1CCCc2ccccc21)c1cccnc1Cl
→ 16	i	-11	8	i	2	i	0.1	i	i	i

Screening results as filed in PubChem.
